# Bioassay records: PubChem BioAssay, several laboratories
# PrPC surface inh: inhibitors of human cell surface prion protein PrPC, primary screen, cell-based, TR-FRET. 370,000 tested, 0.43% active. TR-FRET read-out. inhibition, % at 13.8 µM. Major prion protein (Homo sapiens), P04156; in the data active = inhibition above about 24%; also: 0% = median of the test wells and 100% = reference compound wells
# VHR inh abs: VHR1 phosphatase inhibitors, primary screen, biochemical, absorbance, uHTS; recombinant VHR phosphatase, pNPP absorbance; AID 1654, 2009; 290,000 tested, 0.52% active; Dual specificity protein phosphatase 3 (Homo sapiens), P51452; inhibition, % at 13.3 µM; in the data active = inhibition above about 50%; also: some compounds called inactive have numbers as strong as hits
# Target sequence (P51452 whole entry, looked up): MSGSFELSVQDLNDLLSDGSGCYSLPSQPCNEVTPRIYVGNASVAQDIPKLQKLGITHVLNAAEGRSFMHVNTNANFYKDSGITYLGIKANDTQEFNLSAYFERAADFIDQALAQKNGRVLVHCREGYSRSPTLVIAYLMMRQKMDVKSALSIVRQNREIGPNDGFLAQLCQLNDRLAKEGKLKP
# Vc quorum ag: inducers of Vibrio cholerae quorum light production without autoinducers, primary screen, BH1578 luxS cqsA deficient, single point | V. cholerae BH1578 lux reporter, luminescence, 6 h | activation, % at 18.7 µM | 350,000 tested, 0.16% active | AID 588436, 2011; in the data active = activation mostly above about 9.7%, no sharp cut-off; also: not every result past the cut was called active; inactives centre near 0; reference of the scale not given here
# TcdB GH inh: TcdB glycohydrolase inhibitors, primary screen, biochemical, single point, plate reader; Toxin B (Clostridioides difficile), P18177; TcdB glycohydrolase enzymatic assay; inhibition, % at 9.99 µM; 350,000 tested, 0.24% active; AID 652162, 2013; in the data active = inhibition above about 10%
# Rv3671c protease: Rv3671c serine protease inhibitors, primary screen, biochemical, fluorescence polarization, M. tuberculosis H37Rv | 320,000 tested, 0.048% active | inhibition, % at 5.96 µM; in the data active = inhibition above about 38%;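 also: extracellular domain of Rv3671c used as enzyme; 0% = enzyme with DMSO and 100% = no enzyme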
# Target sequence (P9WHR9 whole entry, looked up, the tested form may be a part): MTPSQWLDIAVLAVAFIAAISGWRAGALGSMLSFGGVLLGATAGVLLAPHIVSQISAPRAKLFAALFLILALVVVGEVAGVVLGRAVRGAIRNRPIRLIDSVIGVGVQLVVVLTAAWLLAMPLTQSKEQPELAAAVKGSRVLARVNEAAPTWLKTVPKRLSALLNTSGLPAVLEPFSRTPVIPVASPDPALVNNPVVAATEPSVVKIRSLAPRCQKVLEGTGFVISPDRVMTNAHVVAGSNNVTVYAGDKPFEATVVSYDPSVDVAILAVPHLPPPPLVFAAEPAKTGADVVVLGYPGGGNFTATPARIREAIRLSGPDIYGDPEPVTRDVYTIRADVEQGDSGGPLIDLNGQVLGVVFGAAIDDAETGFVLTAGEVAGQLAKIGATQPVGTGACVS
# CCHF vOTU inh: CCHFV vOTU protease inhibitors, primary screen, biochemical, Pep-AMC substrate, fluorescence | inhibition, % at 11.5 µM | 370,000 tested, 0.55% active; in the data active = inhibition above about 30%; also: 0% = vehicle wells with enzyme and 100% = no enzyme wells
# MazEF act: activators of E. coli MazEF toxin-antitoxin RNase, primary screen, biochemical, fluorescence, uHTS; activation, % at 20 µM; 350,000 tested, 0.32% active; AID 504720, 2011; FAM/BHQ RNA-DNA oligo cleavage fluorescence, 5 h; Endoribonuclease toxin MazF (Escherichia coli (strain K12)), P0AE70; in the data active = activation above about 50%
# Target sequence (P0AE70 whole entry, looked up): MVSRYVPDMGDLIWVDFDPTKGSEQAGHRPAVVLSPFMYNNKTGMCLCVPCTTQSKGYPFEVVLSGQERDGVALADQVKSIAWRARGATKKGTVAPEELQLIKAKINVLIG
# Y pestis TopoI: Yersinia pestis topoisomerase I inhibitors, primary screen, biochemical, cleavage product accumulation, plate reader, single point | DNA topoisomerase I (Yersinia pestis CO92) | Y. pestis Topo-I cleavage product accumulation | activity, % at 10 µM | 360,000 tested, 0.064% active; in the data active = activity above about 50%, passing the limit was not always enough; also: inactives centre near 2
# 3CLpro inhibitor: SARS-CoV 3CLpro protease inhibitors, primary screen, biochemical, quenched FRET. inhibition, % at 6 µM. Replicase polyprotein 1ab (Severe acute respiratory syndrome coronavirus), P0C6X7. 290,000 tested, 0.14% active. recombinant SARS-CoV 3CLpro, quenched FRET peptide cleavage; in the data active = inhibition above about 12%
# SSB-PriA inh: inhibitors of Klebsiella pneumoniae PriA binding to SSB C-terminal tail, primary screen, biochemical, AlphaScreen. 430,000 tested, 0.6% active. inhibition, % at 33 µM. AlphaScreen SSBct-PriA binding, biotinylated peptide; in the data active = inhibition mostly above about 37%, no sharp cut-off; inactive = mostly below about 20%;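 also: plate controls were negative control peptide for no effect and reference peptide for full effect; strong numbers were not always called active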
# * = called active by the depositor; i = inactive; · = no result given; & = joins results of further samples.
SMILES,PrPC surface inh,VHR inh abs,Vc quorum ag,TcdB GH inh,Rv3671c protease,CCHF vOTU inh,MazEF act,Y pestis TopoI,3CLpro inhibitor,SSB-PriA inh
COc1ccc(N2CCN(C(=O)c3oc4ccccc4c3NC(=O)CCc3cc(OC)no3)CC2)cc1,-1,44,-0.6,1.7,-5,-3,4,20,2,19
O=C(NCc1ccccc1)C1Cc2c(-c3ccc(Cl)cc3)ccnc2O1 (configuration not stated),15,·,-0.4,0.2,·,0,·,18,·,·
COc1cc(NC(=S)Nc2cccc(C)n2)cc(OC)c1OC,2,42,0.6,-1.4,11,9,-11,-8,5,-16
Cc1ccc(-c2nn3c(C)nnc3s2)cc1NC(=O)CSc1ccc(Cl)cc1,-6,18,-2.9,·,-7,-18,31,-7,-7,-7
CCOc1cc(C#N)c(NC(=O)c2cccnc2Cl)cc1OCC,2,8,-3.0,·,0,-10,4,-2,1,-5
CN1CCC(=O)N([C@H](CC#N)c2ccccc2)CC1,-2,52*,i,-0.5,-2,8,3,6,-2,6
O=C(NNC(=O)c1ccc2c(c1)OCO2)NC12CC3CC(CC(C3)C1)C2,2,36,i,·,1,2,5,4,-2,-11
CSc1ccc(C(c2c(C(=O)O)[nH]c3ccccc23)c2c(C(=O)O)[nH]c3ccccc23)cc1,22,14,0.2,-1.1,6,22,-12,4,8,3
Cc1nc2cc(-c3ccsc3-n3c(C)ccc3C)[nH]n2c(=O)c1Cl,8,-7,i,·,11,16,8,0,6,4
NC(=O)C1CCCN(CC(=O)Nc2ccccc2C(=O)NC2CC2)C1 (configuration not stated),-2,·,-1.6,-1.8,4,-2,3,2,·,-11
Cc1cc(NC(=O)C(C)Oc2ccccc2)no1 (configuration not stated),-3,-23,-0.1,2.2,1,11,14,5,-6,-3
COc1ccc(/C(C)=N/NS(=O)(=O)c2ccccc2)c(OC)c1,0,5,-0.4,4.0,4,-1,2,-9,3,·
Cc1nn(C)c(Oc2cccc(Cl)c2)c1C(=O)Nc1ccc(F)cc1F,1,26,-0.5,·,10,-5,12,9,2,-9
COc1cccc(CC(=O)NC2CCSc3ccccc32)c1 (configuration not stated),-3,15,-1.5,1.7,4,8,-1,-2,-1,4
Cc1onc(-c2ccccc2)c1CNC(=O)Nc1ccc(F)cc1F,9,4,i,0.1,-2,-8,11,-3,1,-6
CCOC(=O)c1ccc2nc(NC(=O)c3ccco3)sc2c1,-4,4,i,·,-20,-3,0,-10,0,-3
C=CCn1c(=O)c(C(=O)Nc2ncccc2O)c(O)c2ccccc21,5,20,-0.2,-0.3,·,-7,-4,-4,-7,1
O=C(NC12CC3CC(CC(C3)C1)C2)c1ccc(-c2ccccc2Cl)o1,-2,21,-5.9,·,-40,-5,1,12,1,-25
N#Cc1c(-c2ccc(F)cc2)c(-c2ccc(F)cc2)nn(CCO)c1=O,-23,·,1.1,2.2,·,1,6,-4,·,1
CCOc1ccc(CCNC(=O)c2cc3sccc3n2CC)cc1OCC,6,-7,-4.3,·,-11,0,0,-7,3,10
CCOc1ccc(S(=O)(=O)NC(Cc2c[nH]c3ccccc23)C(=O)O)cc1 (configuration not stated),3,6,-1.4,1.8,2,-2,1,-4,-6,-22
CC(=O)N1[C@H](C)C=C[C@]1(Cc1ccccc1)C(=O)NCCN1CCOCC1,-4,·,-5.0,1.5,4,-6,1,7,·,-10
COc1cccc(N=Nc2c(=O)[nH]n3c(C)cc(C)nc23)c1,-5,-5,i,·,-8,15,2,-3,-1,9
CCn1cc(C(=O)N2CCCc3ccccc32)c2cc(OC)c(OC)cc2c1=O,0,15,2.1,·,-1,3,2,45,-1,-4
CCCCC(=O)NC1(C(F)(F)F)C(=O)N(CC(C)C)C2=C1C(=O)CC(C)(C)C2 (configuration not stated),4,31,-0.4,·,-1,3,-4,-1,-5,-8

# Single records, from the list above:
# Listed for COc1cc(NC(=S)Nc2cccc(C)n2)cc(OC)c1OC : PrPC surface inh: 2; VHR inh abs: 42; Vc quorum ag: 0.6; TcdB GH inh: -1.4; Rv3671c protease: 11; CCHF vOTU inh: 9; MazEF act: -11; Y pestis TopoI: -8; 3CLpro inhibitor: 5; SSB-PriA inh: -16
# Listed for Cc1nc2cc(-c3ccsc3-n3c(C)ccc3C)[nH]n2c(=O)c1Cl : PrPC surface inh: 8; VHR inh abs: -7; Vc quorum ag: i; TcdB GH inh: ·; Rv3671c protease: 11; CCHF vOTU inh: 16; MazEF act: 8; Y pestis TopoI: 0; 3CLpro inhibitor: 6; SSB-PriA inh: 4

# Next records follow.
SMILES,PrPC surface inh,VHR inh abs,Vc quorum ag,TcdB GH inh,Rv3671c protease,CCHF vOTU inh,MazEF act,Y pestis TopoI,3CLpro inhibitor,SSB-PriA inh
Cc1ccc(C(C(=O)NC(C)(C)C)N(Cc2ccco2)C(=O)CCC(=O)Nc2ccccn2)cc1 (configuration not stated),-5,-11,-0.2,1.1,5,20,8,17,8,13
Cc1nnc(SC(C)C(=O)Nc2ccc(S(=O)(=O)NC3CCCCC3)cc2)s1 (configuration not stated),12,9,i,-1.4,-7,32*,0,6,-3,-3
O=C(CSCc1c[nH]c(=O)[nH]c1=O)OCC(=O)c1ccc(Br)cc1,7,22,-0.8,1.3,2,-10,-5,8,0,9
COc1ccc(C(=O)Nc2nnc(C3=COCCO3)o2)cc1,-1,-19,i,3.2,-1,8,-9,-4,5,-3
Cc1nc(-c2ccc(C(=O)N3CCOCC3)cc2)cs1,-1,23,-1.0,·,3,1,9,2,4,-10
Fc1ccc2nc(-c3ccccc3)nc(SCc3nnc(-c4ccccc4)o3)c2c1,-3,12,i,·,-3,-7,-1,-1,-1,-32
Cc1ccc(OC(C)C(=O)N2CC(=O)Nc3ccccc32)c(C)c1 (configuration not stated),2,3,i,1.4,5,13,9,-8,7,3
N#Cc1ccccc1OCC(=O)OCC(=O)N1CCN(C(=O)c2ccco2)CC1,-2,10,-0.4,0.4,-2,-6,2,-1,4,7
O=C1C=CC(=O)N1Nc1ccc(Br)cc1,-11,-10,1.7,1.3,1,-6,1,-3,2,-7
O=C(CCS(=O)(=O)c1ccc(Br)s1)NCc1ccc2c(c1)OCO2,·,8,i,-1.4,-10,·,-1,-4,0,-11
Cc1cc(C)n(C(=O)CCN2C(=O)c3ccccc3C2=O)n1,-3,-8,-3.9,·,5,10,5,2,0,-11
C=C1CC[C@@H]2[C@](C)(CO)[C@H](O)CC[C@@]2(C)[C@@H]1/C=C/C1=CCOC1=O,0,·,i,2.1,-5,-5,13,-2,-3,-7
CC(Sc1nnc(CN2CCCC2)n1Cc1ccccc1)C(=O)Nc1ccc(F)c(F)c1F (configuration not stated),-4,·,-0.3,0.0,·,24,6,14,·,-3
COc1cc(/C=N/OCC(=O)NC23CC4CC(CC(C4)C2)C3)ccc1OCc1ccccc1,5,0,i,0.4,-19,4,-1,3,-5,·
O=C(Nc1ccccn1)c1ccc(S(=O)(=O)N2CCCCC2)cc1,10,·,-0.6,-4.6,7,-8,-6,-2,·,-5
O=C(Nc1c(-c2ccccc2)nc2ccccn12)c1ccccc1F,0,2,i,0.0,0,-14,5,0,-6,-6&-24
COC(=O)c1cc(Br)c(=O)n(CCN2CCOCC2)c1,2,-2,i,·,3,3,-1,-1,1,-14
COc1ccc(OC)c(/C=C2\SC(N3CCCCC3)=NC2=O)c1,-11,-16,0.0,1.4,0,-1,-1,9,1,-8
COc1c(O[C@@H]2O[C@H](CO)[C@@H](O)[C@H](O)[C@H]2O)cc2c(c1OC)-c1ccc(SC)c(=O)cc1C(NC(C)=O)CC2 (some centres not stated),-10,·,-3.8,-4.6,-4,6,-4,-4,·,7
COCc1ccc(-c2c(-c3cc(OC)cc(OC)c3)oc(=O)c3cc(OC)c(OC)cc23)cc1,0,·,-0.3,0.1,-10,-3,16,16,·,-7
COc1ccnc(-n2cccc2C#N)c1C#N,-8,26,-0.4,0.3,5,2,-2,12,4,2
Cc1ccc(NC(=O)c2oc3ccccc3c2C)nc1,0,-7,i,0.3,-13,-1,-2,2,1,-10
COc1ccc(OCCCCn2c(CO)nc3ccccc32)cc1,2,32,i,1.5,-3,-7,6,-2,2,4
CN1CCN(C(=O)CSc2nc(-c3ccco3)cc(C(F)(F)F)n2)CC1,-6,2,-0.3,1.2,-2,-11,0,8,6,-17
CCOc1ccc(N/C(C)=C\C(=O)c2ccc3c(c2)OCCO3)cc1,17,-3,-0.3,-5.1,2,2,-3,-7,1,·

# 16 successive entries from above:
SMILES,PrPC surface inh,VHR inh abs,Vc quorum ag,TcdB GH inh,Rv3671c protease,CCHF vOTU inh,MazEF act,Y pestis TopoI,3CLpro inhibitor,SSB-PriA inh
COc1ccc(C(=O)Nc2nnc(C3=COCCO3)o2)cc1,-1,-19,i,3.2,-1,8,-9,-4,5,-3
Cc1nc(-c2ccc(C(=O)N3CCOCC3)cc2)cs1,-1,23,-1.0,·,3,1,9,2,4,-10
Fc1ccc2nc(-c3ccccc3)nc(SCc3nnc(-c4ccccc4)o3)c2c1,-3,12,i,·,-3,-7,-1,-1,-1,-32
Cc1ccc(OC(C)C(=O)N2CC(=O)Nc3ccccc32)c(C)c1 (configuration not stated),2,3,i,1.4,5,13,9,-8,7,3
N#Cc1ccccc1OCC(=O)OCC(=O)N1CCN(C(=O)c2ccco2)CC1,-2,10,-0.4,0.4,-2,-6,2,-1,4,7
O=C1C=CC(=O)N1Nc1ccc(Br)cc1,-11,-10,1.7,1.3,1,-6,1,-3,2,-7
O=C(CCS(=O)(=O)c1ccc(Br)s1)NCc1ccc2c(c1)OCO2,·,8,i,-1.4,-10,·,-1,-4,0,-11
Cc1cc(C)n(C(=O)CCN2C(=O)c3ccccc3C2=O)n1,-3,-8,-3.9,·,5,10,5,2,0,-11
C=C1CC[C@@H]2[C@](C)(CO)[C@H](O)CC[C@@]2(C)[C@@H]1/C=C/C1=CCOC1=O,0,·,i,2.1,-5,-5,13,-2,-3,-7
CC(Sc1nnc(CN2CCCC2)n1Cc1ccccc1)C(=O)Nc1ccc(F)c(F)c1F (configuration not stated),-4,·,-0.3,0.0,·,24,6,14,·,-3
COc1cc(/C=N/OCC(=O)NC23CC4CC(CC(C4)C2)C3)ccc1OCc1ccccc1,5,0,i,0.4,-19,4,-1,3,-5,·
O=C(Nc1ccccn1)c1ccc(S(=O)(=O)N2CCCCC2)cc1,10,·,-0.6,-4.6,7,-8,-6,-2,·,-5
O=C(Nc1c(-c2ccccc2)nc2ccccn12)c1ccccc1F,0,2,i,0.0,0,-14,5,0,-6,-6&-24
COC(=O)c1cc(Br)c(=O)n(CCN2CCOCC2)c1,2,-2,i,·,3,3,-1,-1,1,-14
COc1ccc(OC)c(/C=C2\SC(N3CCCCC3)=NC2=O)c1,-11,-16,0.0,1.4,0,-1,-1,9,1,-8
COc1c(O[C@@H]2O[C@H](CO)[C@@H](O)[C@H](O)[C@H]2O)cc2c(c1OC)-c1ccc(SC)c(=O)cc1C(NC(C)=O)CC2 (some centres not stated),-10,·,-3.8,-4.6,-4,6,-4,-4,·,7

# These rows are one share of the data; rates above refer to the full screens.
